Screening data from PubChem.
SDO1 yeast rescue – sdo1-depleted yeast growth rescue; S. cerevisiae sdo1-depleted JHY4D growth rescue, OD600 30 h; active compounds read high; pdr5 snq2 efflux-pump mutant strain; AID 817; 140,000 tested, 0.21% active; z-score at 10 µM;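 active means z-score above 3 at both the 24 hr and the 30 hr optical density reads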;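 further: z-score against mean and SD of all compound wells on the same plate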
INS promoter inh – TRM-6 insulin promoter activity inhibition; 130,000 tested, 0.9% active; inhibition, % at 2 µM; AID 1273; TRM-6 cells (human fetal islet line), insulin promoter-eGFP reporter, imaging; reporter expression induced with tamoxifen;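 active means inhibition above the mean plus 3 SD, with well images judged a real hit on visual review, cut at about 60% in these data, passing the limit was not always enough; inconclusive means inhibition over the cutoff but images rejected on review; inactive means inhibition not above the cutoff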
SDO1 yeast rescue Rescue 24 h – further read-out of SDO1 yeast rescue, marked with its call; z-score; S. cerevisiae sdo1-depleted JHY4D growth rescue, OD600; measured here: growth rescue at 24 h;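 0 is the plate mean of compound wells and units are plate SD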
* marks the source's active call; other numbers are inactive results; ? = inconclusive; . = no result given; & = joins results of further samples. Not all compounds are listed, so the mix of outcomes need not match the whole.

SDO1 yeast rescue	SDO1 yeast rescue Rescue 24 h	INS promoter inh	smiles
0.12	0.22	31.2	Cc1ccc(-c2noc(C3CCCN(S(=O)(=O)c4ccc5ccccc5c4)C3)n2)o1 (stereo not given)
.	.	-312.5	CCCCCc1nc2ccccc2c(=O)n1NC(=O)c1c(O)c2cccc3c2n(c1=O)CCC3
1.58	2.43	.	O=C(NC(=S)Nc1ccc(S(=O)(=O)Nc2nccs2)cc1)c1ccccc1
-1.23	-0.16	-31.6	COc1cc2c(=O)n(Cc3ccco3)c(=O)n(CC(=O)c3cccc(Br)c3)c2cc1OC
.	.	54.5	COc1ccc(CC(=O)OCC(=O)NCc2ccccc2Cl)cc1OC
.	.	-5.6	CCCCNC(=O)COC(=O)c1ccc(NC(C)=O)cc1
.	.	7.1	CC(C)C(C)(C#N)NC(=O)CSc1nncn1-c1ccccc1 (stereo not given)
0.79	0.35	.	O=C(COC(=O)c1ccc(S(=O)(=O)NCc2ccco2)cc1)Nc1ccccc1OC(F)F
-0.09	-1.41	-14.3	O=C(Nc1ccon1)c1cc2ccccc2oc1=O
0.45	-0.27	.	CC(=O)N(C)c1ccc(NS(=O)(=O)Cc2ccccc2)cc1
-0.81	-0.94	21.4	Cc1c(O)c2c3c(cccc3c1O)C(=O)N(c1ccccc1)C2=O
.	.	42.9	CCOC(=O)c1cnc2ccc(OCC)cc2c1NCCN1CCOCC1
0.21	-0.49	22.9	Cc1nc(-c2ccccc2O)n(-c2ccccc2)n1
0.26	0.07	.	CCc1nnc(NC(=O)CSc2nnc(Cc3cccn3C)n2C)s1
0.09	0.13	-6.9	COc1cc(CNCC(C)C)cc(Br)c1OCC(=O)Nc1ccccc1
-0.25	-0.85	-26.1	COc1ccccc1CC(=O)N1CCCc2ccccc21
0.74	-0.79	-54.5	O=C(CCn1cccc1)NC1CCCc2ccccc21 (stereo not given)
.	.	44.4	Cc1cc(C(=O)OCC(=O)Nc2ccc(S(N)(=O)=O)cc2)c2ccccc2n1
0.14	-0.29	-16.7	COC(=O)C1C(=O)NC(SC)=C(C#N)C1c1ccccc1 (stereo not given)
-1.41	-0.84	.	O=C(/C=C\Nc1ccc2c(c1)OCO2)c1ccccn1
0.24	-0.9	-60.7	COc1ccc(CCNC(C)=O)cc1
-0.46	-0.79	.	CC(C)(CC(=O)O)Cc1nc(-c2ccc(Cl)cc2)no1
.	.	56.8	Cc1ccc(NC(=O)C(NCc2ccccn2)c2ccccc2)cc1 (stereo not given)
1.55	1.01	-27.2	CCOC(=O)C1CSC(CC(=O)Nc2ccc(Cl)cc2)C(=O)N1 (stereo not given)
0.19	1.12	41.7	Cc1ccc(S(=O)(=O)NCCCNC(=O)c2ccccc2)cc1
.	.	22.2	COc1ccc(NC(=O)CCSCCc2ccccn2)cc1OC
.	.	33.3	O=C(O)Cc1csc(-c2cccc(F)c2)n1
0.38	-0.61	-9.7	Cc1cnc(C(=O)Nc2cc(S(=O)(=O)N3CCOCC3)ccc2N2CCN(C)CC2)cn1
0.1	-0.65	-25.3	COc1ccc(S(=O)(=O)N(C)CC(=O)N2CCC(C(N)=O)CC2)cc1
-0.91	-1.25	.	Cn1cccc1Cc1nnc(SCC(=O)Nc2cccc(F)c2)n1CCc1ccccc1

Just SDO1 yeast rescue and INS promoter inh, for two of the compounds above:
compound	SDO1 yeast rescue	INS promoter inh
O=C(/C=C\Nc1ccc2c(c1)OCO2)c1ccccn1	-1.41	.
CCCCNC(=O)COC(=O)c1ccc(NC(C)=O)cc1	.	-5.6

(next part)
SDO1 yeast rescue	SDO1 yeast rescue Rescue 24 h	INS promoter inh	smiles
0.06	-0.12	-10.7	COc1ccccc1OCC(=O)OCn1c(SC)nnc(C)c1=O
-0.15	0.14	-7.9	CC1CCN(C(=S)c2cn(Cc3cccc(F)c3)c3ccccc23)CC1
-0.37	0.29	.	COc1ccccc1N/C(=N/S(=O)(=O)c1ccc(C)cc1)c1ccc(Cl)cc1
0.43	0.33	.	COc1cc(S(=O)(=O)Nc2ncccc2C)c(OC)cc1Cl
-0.72	0.66	7.3	COc1ccc(N=C2S/C(=C\c3ccc(C)s3)C(=O)N2CC(C)C)cc1
0.73	0.85	.	O=C(O)CCSc1nnnn1-c1ccccc1
-1.66	-1.47	.	COCc1nc2ccccc2n1Cc1ccccc1Br
0.96	0.72	-225.9	COc1cc(S(=O)(=O)Nc2cccnc2)ccc1F
0.77	0.23	-124.1	O=C1CC(SCc2nc3ccccc3[nH]2)C(=O)N1c1cccc(F)c1 (stereo not given)
1.09	1.07	-177.8	COc1ccc(N2CCN(CC(=O)Nc3cccc(S(=O)(=O)N4CCOCC4)c3)CC2)cc1
-0.85	-0.64	.	N#Cc1c(NC(=O)c2cc(C3CC3)on2)sc2c1CCC2
0.12	-0.03	17.9	CCCCCCC(C)n1[nH]c(=O)c2c(C)cc(=O)[nH]c21 (stereo not given)
1.91	2.48	22.9	Cc1ccc(-c2nnc3n2CCCCC3)cc1
1.03	-0.5	-424.1	COc1ccc(C(=O)CSc2nccc(=O)[nH]2)cc1
-1.23	-1.49	-50.7	CC(C)(C)c1ccc(NC(=S)NCc2cccs2)cc1
-1.41	-0.62	-7.4	S=C(c1ccc(-c2ccccc2Cl)o1)N1CCOCC1
0.01	-0.8	.	O=C(Nc1ccc2c(c1)OCCO2)c1coc2ccccc2c1=O
-0.51	0.44	.	Cc1ccc(COn2c(-c3ccc(Cl)cc3)nc3ccc([N+](=O)[O-])cc32)cc1
-0.84	-0.61	.	Cc1nc2sc(C(c3ccco3)N3CCC(C)CC3)c(O)n2n1 (stereo not given)
0.47	-0.73	-22.7	Cc1c(C(=O)O)oc2ccc(S(=O)(=O)NCc3ccccc3)cc12
-0.67	0.12	-9.1	Cc1cc(NC(=O)c2cnn3c(C(F)F)cc(-c4ccccc4)nc23)no1
1	0.58	-92.9	O=C(O)c1cc(NCc2c(F)cccc2Cl)ccc1N1CCOCC1
.	.	18.9	COc1ccc(Cn2c(CCC(=O)Nc3ccccc3OC)nc3cccnc32)cc1
0	0.08	-46.0	CCN(CC)C(=O)CSc1nc2ccc(NC(=O)CSc3nnc(N)s3)cc2s1
1.08	1.12	-66.7	CNS(=O)(=O)c1cccc(C(=O)OCC(=O)N2CCc3ccccc3C2)c1
-0.42	-0.3	-46.1	CCn1ncc(/C=C2/SC(=S)NC2=O)c1C
0.78	0.2	-30.2	CC(C)NC(=O)COC(=O)c1cc(=O)[nH]c2ccccc12
-0.86	-1.3	-9.1	N/C(CCCN1CCCCC1)=N/O
.	.	-7.7	O=C(CN(c1ccccn1)S(=O)(=O)c1ccc(F)cc1)Nc1ccccc1
-0.37	-0.52	.	Cc1ccc(C2C(C#N)=C(N)Oc3nc(-c4ccccc4)[nH]c32)o1 (stereo not given)
.	.	-45.0	Cc1cccc(C)c1NC(=O)COC(=O)c1ccc2[nH]c3c(c2c1)CCCC3
0.56	0.25	65.7	C=CCNc1nc(-c2c(C)nc3sccn23)cs1
-0.12	0.07	-3.6	Cc1ccc(CNC(=O)c2oc3ccc(S(=O)(=O)N4CCOCC4)cc3c2C)cc1
-1.13	-1.57	28.6	CCCn1cc(SCC(=O)Nc2nnc(C)s2)c2ccccc21
.	.	5.9	Cn1c(CO)cnc1S(=O)(=O)Cc1ccc(Cl)cc1
0.57	0.44	-13.3	COc1c(N2CCN(C(=S)Nc3ccc(F)cc3)C(C)C2)c(F)cc2c(=O)c(C(=O)O)cn(C3CC3)c12 (stereo not given)
0.91	1.03	.	CCOC(=O)Cc1nnc(NC(=O)CC)s1
-1.78	-1.14	-22.9	Cc1cc(C)cc(N=C2NC(=O)/C(=C/c3cccs3)S2)c1
-0.11	-0.37	-21.6	O=C(c1cccc(-c2ccc(O)cc2)c1)N1CCOCC1
0.22	-0.24	60.0	CCOC(=O)N1CCN(C(=O)c2c(-c3ccccc3)noc2C)CC1
-0.45	-0.83	.	COc1ccc(C)cc1S(=O)(=O)N1CCC(C)CC1
0.34	0.43	-15.4	CC(C)(C#N)NC(=O)c1ccco1
.	.	?	CSc1ncccc1C(=O)OCC(=O)c1ccccc1
0.13	-0.32	.	CCOC(=O)N1CCC(NS(=O)(=O)c2cc(Br)cnc2N)CC1
0.23&0.25	-0.28&0.11	-20.5	CC1(C)Cc2c(sc3nc(-c4ccccc4)n(N)c(=O)c23)CO1
0.06	-0.83	31.2	COC(=O)CSc1nnc(-c2ccc(S(=O)(=O)N3CCCC3)cc2)n1C
-2.17	-1.01	-29.6	O=C1Nc2ccccc2C(=O)C1(Cl)Cc1ccccc1 (stereo not given)
1.39	1.34	.	CCCn1nnnc1-c1cc(Cl)cc(Cl)c1
-0.77	-0.55	64.3	Cc1ccc(C2NC(=O)NC3=C2CCc2ccccc23)cc1 (stereo not given)
-0.05	-0.94	-11.8	Cc1occc1-c1nnc(SCC(=O)Nc2ccc3c(c2)OCO3)n1CC1CCCO1 (stereo not given)
0.53	0.24	62.5	CC(=O)Nc1nc(SCCCc2ccccc2)n[nH]1
0.02	0.44	-23.3	CC(C)NC(=O)Cn1c(=O)cnc2ccccc21
.	.	13.3	COCCNC(=O)C(c1ccc(C)o1)N(C(=O)C(=O)NC1CCCCC1)c1ccc(F)cc1 (stereo not given)
-0.88	-1.17	.	O=C(NC1CCCCC1)c1noc2c1CCCCC2
-0.09	0.08	6.2	CCOc1ccc(Cc2nc(-c3nonc3N)no2)cc1OCC
-0.14	-0.16	27.6	Cc1nc(Sc2cccn2C)c(C(F)(F)F)c(=O)[nH]1
0.72	-0.14	.	CCc1nnc(NC(=O)C2CCC2)s1
1.14	1.1	.	O=C(CSc1nnc(-c2ccccc2)n1-c1ccc(Cl)cc1)N/N=C/c1ccco1
-0.06	-0.77	-34.6	Cc1cc(=O)n2[nH]c(C)c(-c3ccc(Cl)cc3)c2n1
0.92	0.62	-41.3	CCOC(=O)C1CCN(C(=O)Nc2ccc3oc(C)nc3c2)CC1

Whole records, quoted from the list. Screens in order: SDO1 yeast rescue	SDO1 yeast rescue Rescue 24 h	INS promoter inh
Profile of CCc1nnc(NC(=O)C2CCC2)s1 : 0.72	-0.14	.
Profile of CC(C)NC(=O)Cn1c(=O)cnc2ccccc21 : 0.02	0.44	-23.3

Nothing new here: entries from further up.
SDO1 yeast rescue	SDO1 yeast rescue Rescue 24 h	INS promoter inh	smiles
.	.	-45.0	Cc1cccc(C)c1NC(=O)COC(=O)c1ccc2[nH]c3c(c2c1)CCCC3
0.56	0.25	65.7	C=CCNc1nc(-c2c(C)nc3sccn23)cs1
-0.12	0.07	-3.6	Cc1ccc(CNC(=O)c2oc3ccc(S(=O)(=O)N4CCOCC4)cc3c2C)cc1
-1.13	-1.57	28.6	CCCn1cc(SCC(=O)Nc2nnc(C)s2)c2ccccc21

Additional results:
SDO1 yeast rescue	SDO1 yeast rescue Rescue 24 h	INS promoter inh	smiles
-0.51	0.5	29.0	C/C(=N\NC(=O)CNC(=O)C(c1ccccc1)c1ccccc1)c1ccc(C)cc1
0.16	0.6	21.6	O=C(c1ccc([N+](=O)[O-])cc1)N(C1=NCCCCS1)c1ccccc1
0.34	0.03	-37.9	O=C(C1=NNC2C(=O)N(c3ccccc3)C(=O)C12)c1nc(Cl)ccc1Cl (stereo not given)
-0.93	-0.45	18.2	COc1ccc(Oc2nc3ccccc3n3cccc23)cc1
-1.37	-0.68	21.1	CCN(CC)S(=O)(=O)c1ccc(N2CCCCC2)c(C(=O)Nc2ccccc2N2CCOCC2)c1
0.1	0.13	-33.3	CCc1sc(C(=O)N2CCN(S(C)(=O)=O)CC2)cc1Br
1.56	2.07	-7.7	Cc1cc(C(F)F)nn1CC(=O)Nc1cc([N+](=O)[O-])ccc1F
-0.11	-0.57	.	CN(C)C(CNC(=O)c1cccs1)c1cccnc1 (stereo not given)
-1.72	-0.98	16.1	CCCS(=O)(=O)c1nnnn1-c1cccc(OC)c1
0.65	-0.3	38.1	c1ccc(-c2cn3c(n2)SCC3)cc1
0.36	-0.57	31.2	Cc1cccc(C)c1NC(=O)N1CCC(n2cnc3ccccc32)CC1
-0.04	0.59	0.0	COc1ccccc1Nc1nc(-c2sc(NC(=O)c3cccc(Cl)c3)nc2C)cs1
0.1	0.65	-14.3	C=CCn1c(=O)c2ccccc2n2c(SC(C)C(=O)Nc3nc(-c4ccccc4)cs3)nnc12 (stereo not given)
-0.31	-0.78	34.8	CC12CCC3(CO)COC(c4ccccc4O1)C2C3 (stereo not given)
1.21	0.91	.	FC(F)(F)c1nnc2sc(-c3ccccn3)nn12
-0.35	-0.26	.	CCOc1ccccc1NC(=O)CSc1nc2c(c(=O)n1C)SC(C)C2 (stereo not given)
-1.07	-1.2	3.7	O=C(NCc1ccc(Cl)cc1)C1=Cc2cc(Cl)ccc2OC1
-0.72	1.43	-34.5	O=c1c(/C=C(\O)c2ccccc2)nc2ccccc2n1-c1ccccc1
1.08	0.5	-142.9	Cc1ccc(S(=O)(=O)Nc2c(C)n(C)n(-c3ccccc3)c2=O)cc1C(=O)NCc1ccccn1
-0.65	1.02	.	CCCc1nc(SCC(=O)Nc2cc(Cl)ccc2OC)c2c(=O)n(C)c(=O)n(C)c2n1
1.6	1.73	-23.3	Cn1ncc(Br)c1C(=O)N1CCOCC1
0.62	0.14	.	COc1ccc(N2C(=O)C(Cl)=C(N3CCCC3)C2=O)cc1
-0.29	-0.58	-9.1	Cc1[nH]cnc1CSCc1ccc(F)cc1
-0.32	-2	42.9	CCOC1OC(=O)C(Cl)=C1Nc1ccccc1C (stereo not given)
-1.31	-0.91	-26.7	Cc1onc(-c2ccccc2)c1C(=O)N/N=C/c1ccc([N+](=O)[O-])s1
0.59	0.23	0.0	COc1ccccc1C(=O)Nc1ccccn1
-0.9	-1.11	40.9	COCC(C)NC(=O)c1ccc(-n2nc(C(F)(F)F)cc2-c2cccs2)cc1 (stereo not given)
